High-throughput results from PubChem.
eIF4E-4G inh = eIF4E/eIF4G interaction inhibition in translation initiation; P63073+Q04637; TR-FRET eIF4E-eIF4GI(517-606) binding, 2 h; inhibition, % at 21.7 µM; 0.37% of 220,000 active;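 active = inhibition above about 30%, limit read from the data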;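 note: 0% = full FRET control wells and 100% = background wells lacking eIF4GI fragment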
p97 inhibitor = inhibitors of human p97 ATPase. 0.42% of 220,000 active. recombinant p97 ATPase, Kinase-Glo ATP luminescence, 3 h. inhibition, % at 8 µM. P55072; in the data active = inhibition above about 15%;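 note: 0% = DMSO vehicle and 100% = wells lacking enzyme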
FXIIa inh = factor XIIa (human) inhibition | 0.3% of 220,000 active | purified FXIIa, Boc-QGR-AMC fluorogenic substrate, 2 h | inhibition, % at 5 µM; in the data active = inhibition above about 40%;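 note: 0% = enzyme with no compound and 100% = blank without enzyme; many of its hits are not listed in these tables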
FXIa inh = blocks human coagulation factor XIa protease activity; purified FXIa, Boc-Glu-Ala-Arg-AMC fluorogenic substrate; inhibition, % at 5 µM; 0.14% of 220,000 active; AID 798;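 active = inhibition of at least 40%; inactive = inhibition below 40%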;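 note: fluorescence of freed AMC excited at 355 nm; 0% = enzyme without compound and 100% = no enzyme blank; many of its hits are not listed in these tables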
MDM2 E3 inh = blocks human Mdm2 ubiquitin ligase activity | cell-based MDM2 ubiquitination luciferase reporter, 2 h; 0 = plate control, 100 = twice control, blank-subtracted | signal enhancement, % at 5 µM | AID 1230 | 0.11% of 210,000 active;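 active = signal enhancement of 30% or more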;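 note: luminescence tracks abundance of the self-degrading MDM2-luciferase fusion protein; higher signal means inhibition of MDM2 E3 ligase activity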
Target sequence (Q00987 whole entry, looked up, the tested form may be a part): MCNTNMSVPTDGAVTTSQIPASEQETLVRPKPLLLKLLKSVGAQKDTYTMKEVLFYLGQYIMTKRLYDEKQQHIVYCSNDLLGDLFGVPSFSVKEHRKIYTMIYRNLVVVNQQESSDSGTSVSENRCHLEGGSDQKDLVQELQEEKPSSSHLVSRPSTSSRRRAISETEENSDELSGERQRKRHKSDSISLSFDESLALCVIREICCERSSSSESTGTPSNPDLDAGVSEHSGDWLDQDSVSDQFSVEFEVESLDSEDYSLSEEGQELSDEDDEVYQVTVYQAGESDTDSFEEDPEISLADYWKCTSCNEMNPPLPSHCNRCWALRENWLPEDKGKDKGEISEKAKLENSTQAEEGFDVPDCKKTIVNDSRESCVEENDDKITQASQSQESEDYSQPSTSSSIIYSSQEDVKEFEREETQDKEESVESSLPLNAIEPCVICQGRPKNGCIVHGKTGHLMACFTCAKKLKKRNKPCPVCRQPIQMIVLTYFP
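Timing – 2 h compound exposure at 37 °C · Assay system – mammalian cells stably expressing self-ubiquitinating, self-degrading MDM2 E3–luciferase fusion · Amount – 2000 cells seeded into each well · Measure – % luminescence enhancement versus blank-corrected plate control mean · Measured by – SteadyLite luminescence, 15 min reagent step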
14-3-3 Bad PPI = disrupts binding of bovine 14-3-3 zeta to phospho-Bad peptide. TR-FRET 14-3-3zeta/Dy647-pBad peptide displacement, 1 h. AID 781. 0.71% of 220,000 active. inhibition, % at 21.7 µM;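 active = inhibition above about 70%, limit read from the data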;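 note: 0% = full 14-3-3 plus peptide FRET controls and 100% = background without 14-3-3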
hK5 inh = blocks human kallikrein 5 protease activity | recombinant hK5, fluorogenic AMC substrate cleavage | inhibition, % at 5 µM | 0.59% of 210,000 active;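 active = inhibition of 40% or more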;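 note: 0% = enzyme controls without compound and 100% = no-enzyme blanks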
Target sequence (Q9Y337 67-293 limits assumed): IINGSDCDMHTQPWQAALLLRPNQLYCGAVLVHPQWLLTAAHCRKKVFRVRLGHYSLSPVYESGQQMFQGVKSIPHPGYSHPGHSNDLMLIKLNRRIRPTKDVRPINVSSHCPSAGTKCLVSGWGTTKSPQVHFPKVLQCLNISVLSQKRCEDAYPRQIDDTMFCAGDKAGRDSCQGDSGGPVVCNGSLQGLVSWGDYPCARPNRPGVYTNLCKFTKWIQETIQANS
Wee1 stabilizer = inhibitors of human Wee1 degradation | HeLa Luc-Wee1K328M stability, luciferase luminescence; 100% = proteasome inhibitor MG132 effect | reporter increase, % at 5 µM | 1.2% of 220,000 active | AID 1321;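 active = activation above the mean of all tested compounds plus 3 SD, set per screening run, cut at about 8.8% in these data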;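 note: cells exposed to compound for 20 h before luminescence read; 0% = DMSO alone and 100% = MG132 at 30 µM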
Rad51 HR inh = Rad51 (human) homologous recombination inhibition. inhibition, % at 10 µM. Q06609. 0.085% of 200,000 active. AID 1385. hRad51 DNA strand exchange, fluorescence dequenching;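 active = inhibition above 40% at the single screening dose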;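 note: 0% = DMSO control wells and 100% = blanks with heterologous ssDNA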
Target sequence (Q06609 whole entry, looked up): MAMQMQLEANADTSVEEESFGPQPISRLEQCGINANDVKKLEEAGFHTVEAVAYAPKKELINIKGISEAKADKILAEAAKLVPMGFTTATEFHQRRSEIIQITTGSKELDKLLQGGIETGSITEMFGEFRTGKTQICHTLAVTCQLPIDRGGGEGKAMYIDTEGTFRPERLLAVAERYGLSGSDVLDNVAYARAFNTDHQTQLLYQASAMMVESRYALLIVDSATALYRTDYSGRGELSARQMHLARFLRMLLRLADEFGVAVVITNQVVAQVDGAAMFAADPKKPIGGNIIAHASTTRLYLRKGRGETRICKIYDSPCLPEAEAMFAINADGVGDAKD
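Read-out basis: percent inhibition relative to plate controls and blanks / Assay system: human Rad51 nucleoprotein filaments preassembled on unlabelled ssDNA / Timing: filaments 15 min 37 °C, then compound 30 min / Control set: per-plate controls and blanks / Technique: fluorescence dequenching at 485/520 nm / Compound: 10 µM final, single point / Also added: Fluorescein- and BHQ1-tagged 47-mer duplex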
Starred values were filed as active, the others as inactive; . = not tested or not shown; [ ] = remark or other dose.

SMILES | eIF4E-4G inh | p97 inhibitor | FXIIa inh | FXIa inh | MDM2 E3 inh | 14-3-3 Bad PPI | hK5 inh | Wee1 stabilizer | Rad51 HR inh
CC1CCN(C(=O)Nc2ccc3nsnc3c2)CC1 | 9 | 3 | 5 | -8 | -4 | -3 | 4 | 0 | 3
COc1ccccc1NC(=O)N(Cc1ccco1)Cc1cc2c(C)ccc(C)c2[nH]c1=O | 0 | 5 | 5 | -4 | . | -7 | -9 | 0 | 4
COCCN(CC(=O)NCc1ccc(F)cc1)C(=O)CCC(=O)Nc1nccs1 | -4 | -5 | -3 | -4 | -15 | -1 | 7 | -3 | .
Cc1ccc(C(=O)Nc2ccc(S(=O)(=O)N3CCN(C)CC3)cc2)cc1 | 1[fluorescence artefact?] | 3 | 18 | 11 | . | 13[fluorescence artefact?] | -4 | 0 | -3
C=CCNC(=O)/C(=C\c1ccc2c(c1)OCO2)NC(=O)c1ccc(Br)cc1 | -4 | -2 | 17 | 3 | -10 | 2 | -9 | -2 | .
O=C(NCCN1CCC(Cc2ccccc2)CC1)C1CCCN(S(=O)(=O)c2cnc[nH]2)C1 (configuration not stated) | -2[fluorescence artefact?] | -3 | -1 | -14 | -10 | 1 | 20 | 0 | .
CC(C)CCOc1ncnc2c1sc1nc3c(cc12)CSC(C)(C)C3 | 0[fluorescence artefact?] | -7 | 16 | 8 | . | -6 | 9 | -2 | 0
CCCCCC1CCC(C(=O)NNC(=S)NCC)CC1 (configuration not stated) | -5[fluorescence artefact?] | 2 | 34 | 0 | 2 | -4 | -132 | -2 | 2
CCN1CCN(C(=S)c2ccc(Br)cc2)CC1 | 0 | 2 | 23 | 10 | -8 | -10 | 3 | 1 | -2
CC(=O)Nc1cccc(-n2nnc(SCC(=O)Nc3ccccc3)n2)c1 | 0 | -2 | 12 | -1 | -4 | 4 | -8 | -2 | -7
CCOc1ccc(N=C2NC(=O)S/C2=C\c2ccc(O)cc2)cc1 | -91[fluorescence artefact?] | 3 | 15 | 11 | 1 | 70*[fluorescence artefact?] | 9 | -1 | 1
O=C1C(Oc2ccc(Cl)cc2)C(c2ccc3c(c2)OCO3)N1CC1CCCO1 (configuration not stated) | 3 | -3 | 8 | 1 | -7 | -10 | 4 | -4 | 3
Nc1nc(-c2ccco2)nc(N2CCCCC2)n1 | . | -2 | 3 | 3 | -10 | . | -6 | 0 | -9
CC1=CCC(C(=O)O)C(C(=O)Nc2nc3ccc(S(C)(=O)=O)cc3s2)C1 (configuration not stated) | -2 | -1 | 11 | 3 | 10 | -3[fluorescence artefact?] | -7 | -1 | -1
CN(C(=O)COc1ccc(Cl)cc1Cl)c1nnc(C23CC4CC(CC(C4)C2)C3)s1 | 4[fluorescence artefact?] | 4 | 13 | 10 | . | 1 | -5 | 0 | -3
Cc1cc(C(C)(C)C)cc(C)c1COC(=O)C1CCC(=O)N1 (configuration not stated) | 0 | 0 | 5 | 1 | -24 | -8 | -7 | -1 | -2
NC(=O)c1ccc(NC(=O)COC(=O)CCc2ccc(S(=O)(=O)N3CCCCC3)cc2)cc1 | 0 | 6 | 10 | 4 | 11 | -19 | 0 | 6 | -1
O=C(Cn1nc(-c2ccccc2)ccc1=O)NCC1COCCO1 (configuration not stated) | 3 | 7 | 7 | 3 | -4 | 6[fluorescence artefact?] | -19 | 2 | 3
OCCN(CCO)c1nc2ccccc2[nH]1 | 2 | 9 | 5 | 6 | -2 | -3 | -5 | 1 | -20
O=C(CN1CCC(n2nnc3cc(C(F)(F)F)ccc32)CC1)N1CCc2ccccc21 | 10 | -5 | -3 | -5 | -9 | -6 | 1 | -2 | -2
CN(Cc1ccccc1)C(=S)Nc1ccc(OC(F)F)cc1 | 18 | 1 | 8 | 4 | 6 | 5[fluorescence artefact?] | -13 | 1 | 5
COCCCNC(NC(=O)c1ccc(Cl)cc1)C(Cl)(Cl)Cl (configuration not stated) | -11 | -1 | 6 | 0 | -13 | -2[fluorescence artefact?] | -24 | -1 | 0
O=S(=O)(c1ccc(N2CCCC2)cc1)C(F)(F)F | 3 | 0 | -10 | 1 | -3 | 9 | 7 | 1 | -18
COC(=O)C1=C(C(=O)c2ccc(C)cc2)C(c2ccc(OC)c(OC)c2)n2nnnc2N1 (configuration not stated) | 2 | 2 | 5 | 1 | -6 | -9 | -23 | -2 | -4
COc1ccc(C2c3[nH]c4ccccc4c3CCN2CCCn2cccn2)cc1C (configuration not stated) | 4 | 0 | -3 | -7 | -2 | -5 | -6 | -1 | 18
O=C(CN1CCN(C(=O)c2ccco2)CC1)Nc1ccc(Cl)c(S(=O)(=O)N2CCOCC2)c1 | 0 | -1 | 8 | 11 | -17 | 12 | -7 | 0 | 4
COc1cc(-c2nc3cnccn3c2Nc2ccc(C(C)C)cc2)ccc1O | . | -4 | -8 | -13 | -11 | . | -26 | -4 | -5
CC1=C(C#N)CCC(=O)N1Cc1c(C)cc(C)cc1C | 2 | -3 | 11 | 31 | -21 | 0 | 38 | 6 | -11
CC(C(=O)Nc1ccccc1)N(C)CCOc1ccc(Br)cc1 (configuration not stated) | 5 | -1 | 2 | -3 | -22 | -12 | -7 | -1 | 12
Cc1ccc(C(=O)NCc2n[nH]c(=S)n2-c2ccccc2)cc1[N+](=O)[O-] | -4 | 5 | 10 | -1 | -13 | -13 | -7 | -3 | -14
COC(=O)Nc1ccc(S(=O)(=O)Nc2cnc3ccccc3n2)cc1 | 1 | 7 | 8 | -2 | -23 | 0 | -3 | 5 | 21
CCN(Cc1ccccc1)C(=O)c1ccc(SC)cc1OC | -3 | 0 | 1 | -4 | -19 | -12 | -9 | 0 | -14
Cn1c(CN2CCOCC2)nnc1SCC(=O)Nc1ccc2c(c1)OCCO2 | 1 | 3 | -10 | -5 | -13 | 0 | 22 | 3 | -2
COc1ccc(C(=O)/C=C/c2ccc(F)cc2)c(OC(=O)c2ccc([N+](=O)[O-])cc2)c1 | -2 | -1 | 12 | 9 | -6 | 8 | 1 | 1 | -6
CCOC(=O)c1cnc(SC)nc1Oc1cccc(NC(=O)c2ccc(C)cc2)c1 | 1 | -2 | 18 | 4 | -10 | 0 | -4 | 2 | 0
COc1cc(/C=N/n2c(-c3ccccc3)n[nH]c2=S)cc(OC)c1OC | 3 | 2 | 2 | 11 | -9 | -2 | 0 | -2 | .
CN(C)C(=O)NC1C=CS(=O)(=O)C1 (configuration not stated) | 1 | -2 | 18 | 8 | -17 | -4 | -8 | -3 | 16
O=C(CN(CCCN1CCOCC1)C(=O)Cn1nnc(-c2ccc(F)cc2)n1)NC1CCCCC1 | -4[fluorescence artefact?] | -6 | 12 | -4 | -1 | 5[fluorescence artefact?] | 1 | 0 | -6
CCOC(=O)c1c(NC(=O)CNC2CCCCC2)sc(C)c1C | -5 | -6 | 5 | 1 | -7 | 6 | 1 | 1 | -7
NC(=S)N=Nc1c(O)[nH]c2ccc(F)cc12 | 0 | 2 | 4 | 2 | -13 | -8[fluorescence artefact?] | -8 | 0 | -13
CSc1nc2c(c(=O)[nH]1)C(c1ccc(Cl)cc1)CC(=O)N2 (configuration not stated) | 1 | 0 | 5 | 20 | -15 | 13 | -1 | -3 | -4
CCN(c1cccc(C)c1)S(=O)(=O)c1cnc[nH]1 | 1[fluorescence artefact?] | 4 | 10 | -20 | -5 | 12[fluorescence artefact?] | 3 | 0 | 2
C=CCn1c(SCC(=O)Nc2ccc3c(c2)OCCO3)nnc1-c1ccco1 | 5 | -4 | 2 | -2 | 1 | -1 | -9 | 2 | -5
COc1ccc(NC(=O)C2(c3cccs3)CCOCC2)cc1 | 0 | 3 | 4 | -2 | -11 | -6 | -2 | -2 | 5
O=C1CN(C(=O)CSc2nnnn2-c2ccc(Cl)cc2)c2ccccc2N1 | -2 | 12 | 19 | 6 | -10 | -15 | -10 | -1 | 6
COc1ccc(OC)c(NC(=O)COC(=O)CSc2ccc(Cl)cc2)c1 | 4 | 0 | 14 | 12 | 4 | -9 | -3 | -1 | -43
CCOCC(=O)Nc1ccc([N+](=O)[O-])cc1OC | 6 | 2 | 0 | -1 | -18 | 11 | -14 | 3 | 13
O=C(CO/N=C/c1ccc(Cl)cc1Cl)NNC(=O)c1ccc(Cl)cc1Cl | 3 | 7 | 12 | 5 | -10 | 6 | 4 | -2 | .
Brc1ccc(/C=N/Nc2ccccn2)cc1 | -1 | -2 | 2 | 0 | -2 | -5 | -5 | 1 | -7
CCN(CC)c1ccc(C(=O)NC(=S)N2CCN(Cc3ccc4c(c3)OCO4)CC2)cc1 | 0 | 1 | 8 | 12 | . | -3 | -21 | -1 | .
COC(=O)c1ccc(NC(=O)CN2C(=O)CNC2=O)cc1 | 6 | 1 | 14 | -6 | -5 | 3[fluorescence artefact?] | -6 | -3 | 0
CCC(=O)Oc1ccc2oc(=O)cc(C)c2c1 | 18 | 4 | 0 | 1 | 8 | -7 | -13 | -2 | 2
O=c1c2cc3c(=O)n(-c4ccccc4O)c(=O)c3cc2c(=O)n1-c1ccccc1O | -5 | 2 | 7 | -4 | -4 | -10 | 1 | -3 | .
COc1ccc(CSc2nnc(Cc3sc(-c4ccccc4)nc3-c3ccccc3)o2)cc1 | -48 | -5 | 4 | -6 | -6 | -89[fluorescence artefact?] | -4 | 0 | 5
Cc1ccc(C(C(=O)NCc2ccco2)N(C(=O)CNC(=O)c2cccs2)c2ccc(C)cc2)cc1 (configuration not stated) | 2[fluorescence artefact?] | 1 | 13 | -1 | -2 | 6 | 11 | 1 | -2
COc1ccc(C(=O)NC(=S)Nc2nnn(C)n2)cc1 | -3 | 3 | 3 | -4 | -11 | -3 | -2 | -2 | -1
C/C(=N\Nc1cc(C(F)(F)F)ccc1Cl)c1ccccc1O | -1 | -1 | 15 | 9 | 6 | 0 | -4 | 2 | 19
Cc1ccc(-n2cc(CN3CCN(c4ccccn4)CC3)c(-c3ccc(F)cc3)n2)cc1 | 1 | 0 | 7 | -3 | -4 | -5 | . | -2 | -14
CC1CC(C)CN(S(=O)(=O)c2ccc3c(c2)n(C)c(=O)c(=O)n3C)C1 (configuration not stated) | 0 | 9 | 5 | -2 | -9 | -3 | 1 | 1 | 13
Fc1cccc(Cl)c1CNn1cn[nH]c1=S | -2 | 0 | 1 | -4 | -21 | -3 | . | -1 | .
COc1ccc(-c2[nH]c3ccccc3c2SCCNC(=O)c2ccccc2)cc1 | 0 | 0 | -4 | -6 | . | -5 | -2 | -1 | .
CN(C)C(=O)CN1CCN(C(=O)CCl)CC1 | 0 | 1 | 7 | -1 | -5 | -6 | 2 | -3 | -9

3 neighbouring entries already listed, quoted:
SMILES | eIF4E-4G inh | p97 inhibitor | FXIIa inh | FXIa inh | MDM2 E3 inh | 14-3-3 Bad PPI | hK5 inh | Wee1 stabilizer | Rad51 HR inh
Fc1cccc(Cl)c1CNn1cn[nH]c1=S | -2 | 0 | 1 | -4 | -21 | -3 | . | -1 | .
COc1ccc(-c2[nH]c3ccccc3c2SCCNC(=O)c2ccccc2)cc1 | 0 | 0 | -4 | -6 | . | -5 | -2 | -1 | .
CN(C)C(=O)CN1CCN(C(=O)CCl)CC1 | 0 | 1 | 7 | -1 | -5 | -6 | 2 | -3 | -9
